Jurkat NFkB inh = inhibitors of induced NF-kB luciferase reporter, primary screen, TCR NF-kB activation inhibitor project, cell-based, luminescence, uHTS; Jurkat, PMA/ionomycin-induced NF-kB luciferase reporter; inhibition, % at 4 µM; actives 0.53% (n = 330,000); AID 435003, 2010
Apaf1 inhib = inhibitors of human Apaf-1 apoptosome, primary screen, biochemical, DEVD-Rh110 fluorescence, uHTS | reconstituted apoptosome caspase-3 activity | inhibition, % at 20 µM | actives 0.71% (n = 330,000) | AID 489030, 2010; active means inhibition of at least 40% at 20 µM;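 further: plate controls were DMSO wells for no effect and DEVD-CHO caspase inhibitor wells for full effect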
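Material: reconstituted apoptosome with Apaf-1, cytochrome c, caspase-9, procaspase-3, dATP / Buffer or medium: pH 7.5 Hepes buffer with CHAPS, BSA, DTT / Also added: cytochrome c with DEVD-Rh110 / Schedule: compound with Apaf-1, dATP, procaspase-3 30 min, then 50 min reaction, room temperature / Technique: rhodamine 110 fluorescence at Ex 480/Em 540 nm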
697 NFkB inh = inhibitors of PMA/ionomycin-induced NF-kB reporter, 697 cells, primary screen, B-cell NF-kB inhibitor project, cell-based, luminescence, uHTS; 697 B-cell NF-kB luciferase reporter, 16 h; inhibition, % at 4 µM; actives 0.33% (n = 330,000); in the data active means inhibition above about 35%
CCR6 antag = CCR6 receptor antagonists, primary screen, cell-based, CHO-K1, luminescence, beta-arrestin, uHTS. CHO-K1 CCR6 PathHunter beta-arrestin, CCL20-stimulated. C-C chemokine receptor type 6 (Homo sapiens), P51684. inhibition, % at 20 µM. actives 0.49% (n = 340,000);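 active means compounds whose inhibition of the agonist-driven luminescence signal at 20 µM reaches about 50%, limit read from the data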;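 further: cells stimulated with CCL20 at 14 nM final; plate controls were DMSO with CCL20 for no effect and DMSO without agonist for full effect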
Target sequence (P51684 whole entry, looked up): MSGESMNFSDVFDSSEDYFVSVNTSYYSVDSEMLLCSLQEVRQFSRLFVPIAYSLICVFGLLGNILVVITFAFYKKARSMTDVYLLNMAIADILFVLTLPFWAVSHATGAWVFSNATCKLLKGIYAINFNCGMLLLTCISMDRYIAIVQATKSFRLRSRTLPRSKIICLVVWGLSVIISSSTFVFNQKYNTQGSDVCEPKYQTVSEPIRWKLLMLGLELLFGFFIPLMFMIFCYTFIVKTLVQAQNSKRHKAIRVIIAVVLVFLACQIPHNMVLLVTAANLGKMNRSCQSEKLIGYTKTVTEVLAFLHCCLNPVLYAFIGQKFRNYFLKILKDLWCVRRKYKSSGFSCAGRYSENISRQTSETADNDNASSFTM
UBC13 inh = UBC13 polyubiquitin chain formation inhibitors, primary screen, biochemical, TR-FRET, uHTS; inhibition, % at 20 µM; AID 485273, 2010; actives 0.47% (n = 330,000); in the data active means inhibition above about 45%, passing the limit was not always enough
Target sequence (P61088 whole entry, looked up): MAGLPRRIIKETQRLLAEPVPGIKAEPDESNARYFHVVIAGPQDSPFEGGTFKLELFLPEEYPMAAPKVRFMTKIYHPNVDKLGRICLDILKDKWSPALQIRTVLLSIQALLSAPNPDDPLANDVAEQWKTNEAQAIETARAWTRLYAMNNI
Gli-Sufu block = Gli-Sufu pathway antagonists, primary screen, luciferase luminescence, Sufu-KO-LIGHT cells, uHTS. Sufu-KO-LIGHT fibroblasts, Gli luciferase reporter luminescence. inhibition, % at 5 µM. actives 0.74% (n = 340,000). AID 588413, 2011;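 active means inhibition above about 55%, limit read from the data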;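 further: 0% = DMSO-treated cells and 100% = wells with medium but no cells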
EBI2 antag = EBI2 receptor antagonists, beta-arrestin recruitment, primary screen, cell-based, luminescence, 7a,25-OHC stimulation, uHTS | 7a,25-OHC stimulated | AID 651636, 2012 | inhibition, % at 5 µM | actives 0.81% (n = 360,000); in the data active means inhibition above about 38%;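 further: enzyme fragment complementation signal reports receptor beta-arrestin coupling in cells; 0% = agonist plus DMSO wells and 100% = wells without agonist; some results beyond the cut were filed as inactive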
SENP8 block = SENP8 protease inhibitors, primary screen, biochemical, luminescence; Sentrin-specific protease 8 (Homo sapiens), Q96LD8; purified SENP8, Z-RLRGG-aminoluciferin cleavage; inhibition, % at 10 µM; actives 1.2% (n = 330,000)
Target sequence (Q96LD8 whole entry, looked up): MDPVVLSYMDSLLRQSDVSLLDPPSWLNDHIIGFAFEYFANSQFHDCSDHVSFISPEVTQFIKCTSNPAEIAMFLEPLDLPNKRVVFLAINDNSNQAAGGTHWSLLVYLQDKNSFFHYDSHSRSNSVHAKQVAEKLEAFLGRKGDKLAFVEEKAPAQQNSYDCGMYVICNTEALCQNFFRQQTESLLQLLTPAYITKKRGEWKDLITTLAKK
The depositor's hits bear a star. Unless noted, no stated cut-off is given here; in the data, active means inhibition above about 50%; inactive means the rest. Not all compounds are listed; rates above refer to the full screens.

SMILES	Jurkat NFkB inh	Apaf1 inhib	697 NFkB inh	CCR6 antag	UBC13 inh	Gli-Sufu block	EBI2 antag	SENP8 block
OCCC1CN(Cc2ccc3cccc(F)c3n2)CCN1Cc1ccccc1 (stereo unspecified)	-4.1	-4.9	-13.5	15.0	2.3	17.0	2.1	7.6
O=C(NCc1cccnc1)C(=O)NCC1OCCCN1S(=O)(=O)c1ccc(F)cc1 (stereo unspecified)	-4.6	-12.9	-23.2	2.1	-5.0	-3.1	3.2	-3.7
Cc1cc(NC(=O)CSc2nc3c(cc2C#N)CCCCC3)no1	-89.1	2.1	-72.9	17.1	5.4	-74.4	14.0	-4.9
COc1ccc(CN2CCC(n3nccc3NC(=O)C3CC3)CC2)c(Cl)c1OC	-1.1	14.7	-3.4	5.1	-8.3	0.6	-7.2	-2.9
O=C(COC(=O)C12CC3CC(CC(C3)C1)C2)NCCCc1ccccc1	14.6	15.9	14.5	9.4	11.8	2.0	-1.7	4.6
Cc1cc(NC(=O)CSc2nc3ccsc3c(=O)n2NC(=O)c2ccccc2)no1	-36.7	-7.4	-21.3	-15.8	-4.0	9.0	-4.3	7.8
O=C(CN(Cc1ccc(Cl)cc1)C(=O)c1csnn1)NCc1ccc(F)cc1	1.3	8.5	14.6	7.9	7.1	19.1	5.7	-2.2
COc1ccc(C(=O)CSC#N)cc1OC	-10.3	-10.2	1.2	4.0	-9.3	-1.9	2.5	1.2
O=C(NCCS(=O)(=O)NCc1ccc(Cl)cc1)c1ccccc1	-37.1	-9.5	3.0	-6.8	-5.4	-12.9	1.2	-4.7
Cc1cc(C)cc(C(=O)N2CC(C)SC2=Nc2cccc(S(=O)(=O)N(C)C)c2)c1 (stereo unspecified)	14.3	8.6	-9.2	18.1	-2.2	-5.6	13.5	-3.9

Reprinted at random: three entries already listed.
SMILES	Jurkat NFkB inh	Apaf1 inhib	697 NFkB inh	CCR6 antag	UBC13 inh	Gli-Sufu block	EBI2 antag	SENP8 block
O=C(NCc1cccnc1)C(=O)NCC1OCCCN1S(=O)(=O)c1ccc(F)cc1 (stereo unspecified)	-4.6	-12.9	-23.2	2.1	-5.0	-3.1	3.2	-3.7
COc1ccc(CN2CCC(n3nccc3NC(=O)C3CC3)CC2)c(Cl)c1OC	-1.1	14.7	-3.4	5.1	-8.3	0.6	-7.2	-2.9
O=C(NCCS(=O)(=O)NCc1ccc(Cl)cc1)c1ccccc1	-37.1	-9.5	3.0	-6.8	-5.4	-12.9	1.2	-4.7

(listing goes on)
SMILES	Jurkat NFkB inh	Apaf1 inhib	697 NFkB inh	CCR6 antag	UBC13 inh	Gli-Sufu block	EBI2 antag	SENP8 block
CC(C)=CCc1c(O)cc2c(=O)c3ccc(O)cc3oc2c1O	-25.2	-23.8	-3.7	9.2	3.2	-23.4	-2.6	10.2
Cn1nc(-c2ccccn2)nc2c(=O)n(C)c(=O)nc1-2	56.5*	98.1*	-61.2	9.9	-64.0	3.3	-3.3	96.8*
CCN(CC)CCNC(=O)c1cn(CC)c2ccc(S(=O)(=O)N3CCc4ccccc4C3)cc2c1=O	-3.6	8.2	11.4	23.7	0.2	5.2	-6.2	8.2
O=C(CS(=O)CC(=O)Nc1cccnc1)Nc1ccc(F)cc1 (stereo unspecified)	12.7	0.2	8.6	7.7	2.4	9.6	-1.5	-9.2
Cc1[nH]c(=O)c(C#N)c(C)c1Cl	-41.1	0.1	-39.1	-5.8	-12.1	0.0	-12.2	-5.1
COC(=O)C1=C(C(=O)OC)[C@@H]2N(C)c3ccccc3[C@@]23C[C@@H](C(=O)OC)N(C(=O)COCc2ccccc2)C3=N1	1.6	14.0	8.8	0.2	-0.1	-5.6	-6.3	3.9
CCn1c(SCC(=O)Nc2ccc(OC)cc2)nnc1-c1ccco1	-10.0	11.0	1.3	-3.0	-5.8	-4.5	-11.2	-11.4
COc1ccc(-c2noc(CCC(=O)NCc3cccnc3)n2)cc1OC	2.6	1.7	-3.7	10.1	0.4	8.1	-2.7	2.4
COCCNC(=S)N/N=C(\C)c1ccc2cc(OC)ccc2c1	8.9	16.1	-16.9	10.4	2.6	32.6	0.2	2.9
COc1ccc(/C=C2/S/C(=N/N=C3\CC4CCC3(C)C4(C)C)NC2=O)cc1 (stereo unspecified)	7.7	28.4	-50.8	-19.6	-20.3	7.1	25.3	7.4
COc1cccc(C(=O)N2CCN(C(=O)C3CC3)CC2)c1	12.5	1.7	6.4	4.2	-7.6	-9.3	-8.4	-2.3
CC1CCCCC1NCC#CCOc1ccc(Cl)cc1 (stereo unspecified)	11.8	2.3	16.7	16.5	5.6	14.2	14.8	-9.8
Cc1cccc(C(=O)N2CCCC(N3CCN(c4ccccc4F)CC3)C2)n1 (stereo unspecified)	-4.0	8.1	5.9	8.5	2.2	-8.9	-1.7	8.1
COC(=O)C(C(=O)Nc1cc(C)on1)C1CCCCCC1 (stereo unspecified)	15.5	-5.5	6.0	9.2	-4.2	-4.5	0.0	-4.7
COC(=O)[C@@H]1C[C@H]2CC[C@H](O)C[C@H]2N1Cc1ccc(N2CCN(C)CC2)cc1	-3.3	0.8	-0.8	-1.9	-19.3	-9.5	0.4	-10.4
CNC(=O)c1[nH]cnc1C(=O)N[C@@H](Cc1ccccc1)C(=O)OC(C)(C)C	-9.0	8.0	5.8	5.3	-4.4	7.6	-18.9	-2.4
C/C(=N\NC(=O)c1cccc(Br)c1)c1cccnc1	3.6	4.0	19.9	-5.9	3.3	-17.0	-1.8	5.0
O=C(NCC1CCCO1)c1cc(-c2ccc(F)cc2)no1 (stereo unspecified)	-31.9	-0.5	-8.8	-9.7	-3.4	-13.0	-2.6	-5.7
COc1ccc(S(=O)(=O)N(CC(=O)N2CCN(c3ccccc3)CC2)c2ccccc2)cc1	-2.7	16.9	-8.1	16.7	1.1	11.0	11.4	1.6
CC(=O)Nc1ccc(/C(C)=N/NC(=O)c2ccccc2Cl)cc1	-6.2	1.1	-55.5	16.3	-8.7	-23.5	-5.0	-5.8
CCOC(=O)c1ccc(N2Cc3ccccc3C2=N)cc1	-13.6	-5.8	2.7	-7.9	3.1	-17.6	7.5	4.7
NC(=O)CN1CCCN(S(=O)(=O)c2ccc(Br)cc2)CC1	15.7	4.6	-7.1	1.4	0.1	-2.9	-0.8	5.9
CN(Cc1ccccc1)S(=O)(=O)c1ccc(NS(=O)(=O)Cc2ccccc2)cc1	8.5	12.1	13.0	-1.8	-7.0	-1.9	-2.2	-3.5
O=C(C[n+]1cc(Br)cc2ccccc21)c1ccc(F)cc1	-8.6	21.5	-4.0	7.4	-3.1	-2.1	6.3	-2.0
O=S(=O)(Nc1cccc(S(=O)(=O)N2CCCC2)c1)c1ccccc1F	6.8	-6.3	15.1	0.0	3.4	-21.0	-11.6	7.4
Cc1cc(NC(=O)CCC(=O)N(CC(=O)NCC2CCCO2)c2ccc(F)c(Cl)c2)no1 (stereo unspecified)	-5.8	-5.3	5.7	8.0	-5.9	3.0	-4.3	-3.7
Cc1cc(C)c2c(c1)C1(OCCO1)C(=O)N2	18.3	5.3	18.7	3.9	-3.7	3.0	-5.1	-1.8
COc1ccc(Br)c(C(=O)N2CCN(S(=O)(=O)c3cccs3)CC2)c1	10.3	-16.9	5.5	1.5	1.9	-5.9	7.2	-0.3
Cc1ccccc1S(=O)c1ccccc1C(=O)O (stereo unspecified)	1.2	0.1	10.4	-0.3	-0.8	4.2	-14.3	-8.0
CCCCNC(=O)N(c1c(N)n(Cc2ccccc2)c(=O)[nH]c1=O)C1CCCC1	3.4	1.2	-5.0	9.1	-5.6	-2.6	-6.8	-9.0
O=C(Nc1ccccc1C(=O)NCC1CCCO1)c1ccccc1F (stereo unspecified)	-12.0	-0.2	-12.1	-0.3	0.1	-6.1	-10.0	-12.9
COc1cc(/C=C/C(=O)OCC(=O)NCCc2ccc(F)cc2)ccc1OC(F)F	5.5	1.6	11.0	17.8	6.3	3.1	10.0	0.1
COc1ccccc1C/C(N)=N/OC(=O)COc1ccc2ccccc2c1	-15.0	12.8	0.9	10.2	4.3	2.4	11.7	-9.1
O=C(c1nc2ccc(Cl)cn2c1CN1CCCC1)N1CCc2ccccc2C1	20.0	10.2	13.3	6.0	-7.5	-1.5	1.6	-0.4
COc1ccccc1NS(=O)(=O)c1cc(C(=O)NCC(c2ccco2)N2CCCCC2)ccc1C (stereo unspecified)	-13.9	22.3	0.0	15.4	23.6	41.6	-5.9	-12.3
O=C(COc1ccc(Cl)cc1)N1CCCCC1	-19.1	-0.3	-28.4	5.3	-9.6	-30.6	35.2	-5.1
Cc1ccc(S(=O)(=O)Nc2c(C)nn(C)c2C)cc1C	3.7	-4.0	-3.1	10.0	-1.3	4.2	9.7	0.6
O=C(Nc1cccc2c1CCCC2)c1cc([N+](=O)[O-])ccc1Cl	49.2	7.2	-8.6	10.9	-0.2	0.8	10.7	0.7
Cc1cccc(Cn2c(N(C)Cc3ccccc3)nc3c2c(=O)[nH]c(=O)n3C)c1	-2.0	25.0	-1.9	11.3	-0.1	11.2	6.7	1.4
COCCn1c(SCC(=O)NCc2ccc(F)cc2)nc2ccccc21	-7.6	2.6	-21.8	13.8	-6.3	21.5	3.3	-10.2

Structures from the list above with bromine, in the order listed:
SMILES	Jurkat NFkB inh	Apaf1 inhib	697 NFkB inh	CCR6 antag	UBC13 inh	Gli-Sufu block	EBI2 antag	SENP8 block
C/C(=N\NC(=O)c1cccc(Br)c1)c1cccnc1	3.6	4.0	19.9	-5.9	3.3	-17.0	-1.8	5.0
NC(=O)CN1CCCN(S(=O)(=O)c2ccc(Br)cc2)CC1	15.7	4.6	-7.1	1.4	0.1	-2.9	-0.8	5.9
O=C(C[n+]1cc(Br)cc2ccccc21)c1ccc(F)cc1	-8.6	21.5	-4.0	7.4	-3.1	-2.1	6.3	-2.0
COc1ccc(Br)c(C(=O)N2CCN(S(=O)(=O)c3cccs3)CC2)c1	10.3	-16.9	5.5	1.5	1.9	-5.9	7.2	-0.3

(more compounds)
SMILES	Jurkat NFkB inh	Apaf1 inhib	697 NFkB inh	CCR6 antag	UBC13 inh	Gli-Sufu block	EBI2 antag	SENP8 block
CCc1ccc(NC(=O)CSc2nc(N)c(NC(=O)c3ccc(F)c(F)c3)c(=O)[nH]2)cc1	1.0	-5.6	-18.4	-1.1	-0.9	0.4	3.7	-2.4
CN1/C(=C\C(=O)Nc2cccnc2)c2ccccc2CC1(C)C	13.1	-4.2	10.8	4.2	9.6	33.2	-11.5	0.2
CC(Oc1cccc(F)c1)c1ccnc2nc(/N=C/N(C)C)nn12 (stereo unspecified)	-1.3	2.6	14.0	6.3	9.0	-5.6	-2.0	6.2
O=C(NNS(=O)(=O)c1ccc(F)cc1)c1ccc(O)cc1	-31.4	-3.7	-31.3	10.8	-13.7	-4.8	8.0	-14.7
O=C(CSc1nnc(-c2ccccn2)o1)Nc1ccccc1F	-111.7	-6.9	-71.1	7.8	-0.4	-57.0	-9.6	-1.7
CCC(C)NC(=O)C1CCN(S(=O)(=O)N2CCC3(CC2)OCCO3)CC1 (stereo unspecified)	2.4	-6.7	2.8	-1.3	5.1	-1.5	-8.8	0.5
O=C(Nc1cccc(N2C(=O)C3C4C=CC(C4)C3C2=O)c1)c1cccs1 (stereo unspecified)	5.4	2.1	-0.5	3.6	-1.0	5.7	-7.2	5.2
Cc1ccc(-n2nnc3c(=O)n(Cc4cc(C)ccc4C)cnc32)cc1	20.6	-9.7	20.6	25.1	-8.2	0.3	28.8	-1.5
COc1cccc(CC(=O)OCC(=O)NC2CCCC2)c1	4.0	5.8	-6.0	-7.2	-9.1	6.1	-6.2	-2.4
CC(=O)Nc1ccc2nc(C)n(Cc3ccc(Cl)cc3)c(=O)c2c1	-20.4	-0.8	-12.9	17.0	4.1	-28.9	-6.4	-6.2
N#CCN1CCC2(O)CCCCC2C1c1ccc2c(c1)OCO2 (stereo unspecified)	-16.0	3.2	-48.1	1.9	-2.8	-2.5	2.5	2.1

Bioassay records as filed in PubChem BioAssay.
